OX1R antag-1: antagonists of human orexin 1 receptor (OX1R); O43613; OX1R-expressing cells, FRET antagonist read-out; inhibition, % at 6.6 µM; 1.8% of 330,000 active; AID 485270; in the data active = inhibition mostly above about 38%, no sharp cut-off; inactive = mostly below about 40%;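 also: 0% = agonist challenge alone and 100% = reference antagonist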
Target sequence (O43613 whole entry, looked up): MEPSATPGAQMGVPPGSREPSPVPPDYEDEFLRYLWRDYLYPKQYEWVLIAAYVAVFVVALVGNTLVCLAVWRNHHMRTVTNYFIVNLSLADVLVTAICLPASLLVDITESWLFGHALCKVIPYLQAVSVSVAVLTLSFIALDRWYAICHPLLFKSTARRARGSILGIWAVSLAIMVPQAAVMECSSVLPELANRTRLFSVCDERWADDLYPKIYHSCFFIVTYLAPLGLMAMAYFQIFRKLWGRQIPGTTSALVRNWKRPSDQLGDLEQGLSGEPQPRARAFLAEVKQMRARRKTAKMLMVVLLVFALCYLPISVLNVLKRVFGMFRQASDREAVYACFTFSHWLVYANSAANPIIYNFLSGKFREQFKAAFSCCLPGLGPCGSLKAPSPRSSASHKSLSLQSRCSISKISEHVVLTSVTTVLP
CHT allo act: allosterically activates the human high affinity choline transporter; CHT-expressing cells, membrane potential dye, choline EC20; active compounds read high; LV-AA mutant CHT in HEK293 cells; B-score at 10 µM; 0.49% of 310,000 active; AID 488977;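 active = initial fluorescence not abnormally high and integrated response B-score, plate-corrected, over 3 SD above library mean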
Target sequence (Q9GZV3 whole entry, looked up): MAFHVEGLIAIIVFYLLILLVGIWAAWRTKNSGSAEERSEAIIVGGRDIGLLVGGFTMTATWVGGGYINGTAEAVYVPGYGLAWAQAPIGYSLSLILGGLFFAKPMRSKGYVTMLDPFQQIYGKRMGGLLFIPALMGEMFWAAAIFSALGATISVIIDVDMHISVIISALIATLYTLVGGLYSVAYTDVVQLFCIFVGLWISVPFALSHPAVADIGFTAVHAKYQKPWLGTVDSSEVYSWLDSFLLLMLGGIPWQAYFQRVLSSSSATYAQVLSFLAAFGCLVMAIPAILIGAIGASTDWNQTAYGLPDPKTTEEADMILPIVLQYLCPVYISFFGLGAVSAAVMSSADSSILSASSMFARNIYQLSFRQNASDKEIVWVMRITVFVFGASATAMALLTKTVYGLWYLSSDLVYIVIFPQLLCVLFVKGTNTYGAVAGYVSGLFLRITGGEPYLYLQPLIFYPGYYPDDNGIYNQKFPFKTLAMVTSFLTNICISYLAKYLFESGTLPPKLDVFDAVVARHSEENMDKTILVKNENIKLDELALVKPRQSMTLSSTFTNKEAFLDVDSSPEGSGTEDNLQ
OX1R antag-2: antagonists of human orexin 1 receptor | O43613 | CHO/OX1R cells, Fluo-8 calcium fluorescence, orexin A | inhibition, % at 5 µM | 0.43% of 330,000 active | AID 434989;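 active = inhibition above its plate's threshold, mean inhibition of all tested compounds on the plate plus 3 SD, cut at about 37% in these data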;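 also: 0% = orexin A challenge wells and 100% = SB-334867-A antagonist wells; not every result past the cut was called active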
Active calls of the source: *; i = inactive; . = no result given. Outcome played no part in choosing rows, and some 2.5% of all compounds hit somewhere here.

SMILES | OX1R antag-1 | CHT allo act | OX1R antag-2
Cc1ccc(C)c(S(=O)(=O)NC(Cc2c[nH]c3ccccc23)C(=O)O)c1 (centres undefined) | 12 | i | -1
c1ccc(Cn2cnc3ccccc32)cc1 | 0 | i | 17
O=C(Cc1c[nH]c2ccccc12)OCCOC(=O)Cc1c[nH]c2ccccc12 | 38 | i | 4
Cc1ccc(N(C(=O)Cc2cccs2)C(C(=O)NC2CCCC2)c2ccncc2)cc1 (centres undefined) | 20 | i | -28
CC(=O)N1c2ccc(S(=O)(=O)N3CCCCC3)cc2CC1C(=O)Nc1ccc(C)cc1 (centres undefined) | 8 | i | -11
Cc1cc(C)n2nc(C(=O)N/N=C/c3cccs3)nc2n1 | 35* | i | -19
CCC1CCCN1Cn1cnc2c([nH]c3ccc(C)cc32)c1=O (centres undefined) | 7 | i | -12
CCN(CC)S(=O)(=O)c1ccc(C(=O)OCC(=O)N2CCN(C(=O)c3ccco3)CC2)cc1 | 9 | i | -17
Cc1ccc(N2C(=S)NC3c4cc(Cl)ccc4OC2(C)C3C(=O)N(C)C)cc1 (centres undefined) | 12 | i | -28
COc1cccc(NC(=O)C2CSC3(C)CCC(=O)N23)c1 (centres undefined) | 5 | i | -15
CC1=N/C(=C\c2ccccc2Cl)C(=O)O1 | 4 | i | -12
CCOC(=O)CSc1nc2cc3c(cc2cc1C)OCO3 | 37 | i | -26
CC1(C)C(=O)Nc2ccccc2N1C(=O)COC(=O)C12CC3CC(CC(O)(C3)C1)C2 | 6 | i | -19
O=C1c2ccccc2C(O)(c2ccccc2)N1c1ccncc1 (centres undefined) | 10 | i | -30
CC1CCCN(C(=O)CCS(=O)(=O)Cc2ccccc2)C1 (centres undefined) | 21 | i | -22
COc1ccc(S(=O)(=O)N2CCC(C(=O)NCCC(=O)NCc3ccncc3)CC2)cc1 | 5 | i | -5
CCC1NC(=S)NC(C)=C1C(=O)c1ccccc1 (centres undefined) | 2 | i | -11
COc1ccc(C(=O)Nc2ccc(-c3ccc(C)o3)cc2)cc1S(=O)(=O)N1CCOCC1 | 41 | i | -2
COc1ccc(N2CCN(c3nc4c(c(=O)n(C)c(=O)n4C)n3Cc3ccccc3)CC2)cc1 | 9 | i | -45
CC1CCCC(C)N1/N=C/c1ccc(O)c(O)c1 (centres undefined) | 17 | i | -7
COC(=O)CSc1nc(C)cc(C)n1 | 17 | i | -22
Cc1ccc2c(CN3CC(C)CC(C)C3)cc(=O)oc2c1 (centres undefined) | -4 | i | -10
CC1CC1C(=O)OCC(=O)Nc1cccc(F)c1 (centres undefined) | 11 | . | 10
CC(C)CC(OC(=O)c1cccs1)C(=O)NCc1cccs1 (centres undefined) | 14 | i | -10
CSc1ccc(CNc2ccc(C)cc2)cc1 | 6 | i | -18

(cont.)
SMILES | OX1R antag-1 | CHT allo act | OX1R antag-2
O=C(N=C1SC2CS(=O)(=O)CC2N1c1ccccc1)c1cccc([N+](=O)[O-])c1 (centres undefined) | 0 | . | -8
COc1cc2c(cc1OC)CN(C(=O)C1CCCN1S(=O)(=O)c1ccc(C)cc1)CC2 (centres undefined) | 23 | i | -35
O=C(Nc1sc2c(c1C(=O)O)CCC2)C(=O)N1CCOCC1 | 25 | i | -13
CCCCc1ccc(NC(=S)N2CCN(c3ccccn3)CC2)cc1 | 23 | i | -28
Clc1ccc(-n2cccc2/C=N/n2cnnc2)cc1 | 15 | i | 0
CCN(C[C@H]1N[C@@](CC)(C(=O)OC)[C@H]2C(=O)N(Cc3ccccc3)C(=O)[C@@H]12)C(=O)Nc1ccc(C)cc1 | 0 | . | -17
CC(=O)c1c(N2CCOCC2)nc(=S)n(Cc2ccccc2)c1C | 24 | i | -21
CCN1C(=O)C(CC(=O)Nc2ccc(F)cc2)N(CCc2ccc(OC)cc2)C1=S (centres undefined) | 11 | i | 3
O=C(Nc1c[nH]c(=O)[nH]c1=O)c1cccc(F)c1 | 10 | i | -1
CCOc1cc(CNc2ccc3c(c2)CCC3)ccc1OC | 12 | i | -5
COc1ccccc1OCCSc1nnc(C)n1-c1ccccc1 | 17 | i | -28
O=C(CCC(=O)N(CC(=O)NC1CCCC1)Cc1ccccc1Cl)Nc1nccs1 | 18 | i | -9
COc1ccc(N=Cc2c(O)ccc3ccccc23)cc1 | 28 | i | -14
CC(=O)Nc1cnc2ccccc2n1 | 16 | i | -13
CC1=C(C(=O)NCc2ccccc2)C(c2cccnc2)n2ncnc2N1 (centres undefined) | 6 | i | -24
Cc1[nH]oc(=O)c1N=Nc1c(Cl)cccc1Cl | 47 | i | -16
CCOC(=O)c1c(N)nn(C(=O)C(C)C)c1-c1ccc(OC)cc1 | 10 | i | -15
Cc1cccc(C(=O)N/N=C/c2ccoc2)c1 | 9 | i | -12
CC1(C)Oc2ccc(C(=O)NC3CCCC3)cc2N(CC(=O)NC2CCCCC2)C1=O | 16 | i | -15
Cc1sc2nc(-c3ccco3)oc(=O)c2c1C | 33 | i | 1
COc1ccccc1CC(=O)Nc1ccc(-c2nnc(-c3ccco3)o2)cc1 | 57 | i | -36
Cc1cc(O)c(-c2cc(C(=O)Nc3ccc(S(=O)(=O)N4CCOCC4)cc3)[nH]n2)cc1C | 9 | i | -18
CCc1ccc(N(C(=O)c2csnn2)C(C(=O)NC2CCCCC2)c2cccnc2)cc1 (centres undefined) | 14 | i | -25
CCOc1c(Cl)cc(CNCC(C)C)cc1OC | 6 | i | -13
O=C(/C=C/Nc1ccc(F)cc1)c1ccco1 | 8 | i | -10

Pulled by structure from the list above:
SMILES | OX1R antag-1 | CHT allo act | OX1R antag-2
Cc1sc2nc(-c3ccco3)oc(=O)c2c1C | 33 | i | 1
CC1=C(C(=O)NCc2ccccc2)C(c2cccnc2)n2ncnc2N1 (centres undefined) | 6 | i | -24
COc1cc2c(cc1OC)CN(C(=O)C1CCCN1S(=O)(=O)c1ccc(C)cc1)CC2 (centres undefined) | 23 | i | -35

Remaining list, next part
SMILES | OX1R antag-1 | CHT allo act | OX1R antag-2
COc1ccc(/C=N/NC(=O)c2cccnc2)c(C(=O)O)c1OC | 6 | i | -5
CCOC(=O)c1cc(C#N)c(SC)nc1C | 6 | i | -9
COc1ccccc1CN1CC(C(=O)NCCCc2ccc(F)cc2)CCC1=O (centres undefined) | 7 | i | -22
Cn1c(C(=O)N2COCC2(C)C)cc2c(=O)n3ccccc3nc21 | 13 | i | -8
COCCn1c(=O)[nH]c2cc(C(=O)OC)ccc2c1=O | 7 | i | -8
O=C1CCCc2nc(N3CCCCC3)sc21 | 2 | i | 1
N#C/C(=C/C=C/c1ccccc1)C(=O)Nc1ccccc1 | 6 | i | -5
Cc1ccc(CSc2ccc(C(=O)N3CCOCC3)cc2[N+](=O)[O-])cc1 | 23 | i | -27
CCSc1nnc(NC(=O)Cc2ccc(OC)c(S(=O)(=O)N3CCOCC3)c2)s1 | 13 | i | -19
CCn1c(CC(=O)Nc2ccc(Cl)cc2)nnc1SCC(=O)N1CCOCC1 | -1 | i | -16
CCCCn1c(N)c(N(CCOC)C(=O)COc2c(C)cccc2C)c(=O)[nH]c1=O | -2 | i | -14
COc1ccc(OCC(=O)N/N=C/C2CC=CCC2)cc1 (centres undefined) | 6 | i | -13
Cc1ccc(C)c(C(=O)COc2ccc(C)nc2[N+](=O)[O-])c1 | 33 | i | -10
Cc1nc(/C(=N/O)C(N)=O)cs1 | 7 | i | -10
CN(Cc1ccccc1)C(=O)COC(=O)c1ccc(Cl)cc1N | 25 | i | -2
CC(NC(=O)c1ccco1)C(=O)O (centres undefined) | 3 | . | -2
CCCCC(=O)Nc1ccc(Cl)cn1 | 2 | i | -3
COc1ccc(-c2cc(=O)[nH]c(=S)[nH]2)cc1 | 12 | i | -7
CCCn1c(=O)c(C(=O)c2ccccc2)nc2ccccc21 | 15 | i | -2
CC1(c2nnc(Cc3ccccc3)o2)CC(c2ccc(OC(F)(F)F)cc2)=NO1 (centres undefined) | 27 | i | -16
COc1ccc(N(CC(=O)Nc2ccccc2C(=O)N2CCCC2)S(C)(=O)=O)cc1 | 12 | i | -22
Cc1nnc(NC(=O)CSc2nnc(Cc3cccn3C)n2-c2cccc(C)c2C)s1 | 8 | i | -11
Cc1ccc(-n2nc(N)c3c(=O)oc(N(C)C)nc32)cc1 | 11 | i | -15
Cc1nc(SCCO)c2oc3ccccc3c2n1 | 43 | i | -12
Cc1ccc(SCCc2cc[n+](CC(=O)c3ccccc3)cc2)cc1 | 5 | i | -3

Other compounds
SMILES | OX1R antag-1 | CHT allo act | OX1R antag-2
Cc1nnc(SCC(=O)N2c3ccccc3CC2C)[nH]c1=O (centres undefined) | 14 | i | -5
COc1ccc(C(CC(=O)O)n2cnnn2)cc1 (centres undefined) | -6 | i | -6
C/C=C(\C)C(=O)OC1c2c(ccc3ccc(=O)oc23)OC(C)(C)C1OC(C)=O (centres undefined) | 26 | i | 28
c1ccc(Cn2nnc3c(NCC4CCCO4)nc(C4CC4)nc32)cc1 (centres undefined) | 19 | i | -23
O=C(c1cc2nc(-c3ccccc3)cc(C(F)(F)F)n2n1)N1CCOCC1 | 11 | i | -12
COc1ccccc1N(CC(=O)NCCc1ccccc1)C(=O)CCC(=O)Nc1nccs1 | 16 | i | -32
O=C1C2=C(c3ccccc31)[N+](=O)[C@@H]1CCCC[C@@H]1N2[O-] | 29 | i | -18
COCCN(C(=O)Cc1cccs1)C(C(=O)NCc1ccc(OC)cc1)c1ccc(C(C)C)cc1 (centres undefined) | 11 | i | 20
COc1ccccc1CN(Cc1ccco1)S(=O)(=O)c1ccc(-n2cnnn2)c(OC)c1 | 15 | i | 15
Cc1cccc(OCC(=O)NCC(=O)N=Nc2c(O)[nH]c3ccc([N+](=O)[O-])cc23)c1 | 16 | i | -13
Cc1ccc(NC(=O)CCc2ccc(C)o2)c(Br)c1 | 18 | i | 1
CC(C)(C)Nc1nc(Nc2ccc([N+](=O)[O-])cc2)nc(NC(C)(C)C)n1 | 6 | i | -5
COC(=O)/C=C1/S/C(=N/NC(=O)c2ccccc2C)NC1=O | 26 | i | -10
COc1ccc(CCN2C(=O)CC(Nc3ccc(N4CCOCC4)cc3)C2=O)cc1OC (centres undefined) | 44 | i | -14
COc1cc(C2OC(=O)c3ccccc3S2)cc(OC)c1OC (centres undefined) | 5 | i | -20
O=C(COc1ccc(Cl)cc1)NC1=NN(c2ccccc2)C(=O)C1 | 5 | i | -19
N#Cc1ncc(-c2ccc3c(c2)OCCOCCOCCOCCOCCO3)nc1C#N | 109* | i | -12
CCOc1ccccc1-c1nc(-c2ccc(NC(=O)c3ccc(Br)o3)cc2)no1 | 69* | i | 35
COc1cc(NC(=O)CN2CCN(S(=O)(=O)c3ccc(C(C)C)cc3)CC2)cc(OC)c1 | 7 | i | -28
Cc1ccc(NC(=S)NC(=O)C2CCC2)cc1C | 35 | i | -1
COc1cccc(CC2(CO)CCN(Cc3cn(C)nc3C)CC2)c1 | 6 | i | -19
C/C(=N\NC(=O)c1cccnc1)c1ccc(C)c([N+](=O)[O-])c1 | 19 | i | -11
CC(=O)Nc1ccc(NC(=O)Cn2cc3c(n2)CCCC3)cc1 | 5 | i | 5
CCC(C)NC(=O)C1CC(=O)N(CCc2ccc(F)cc2)C1 (centres undefined) | 14 | i | -18
NC1=NC(c2ccc(Br)cc2)n2c(nc3ccccc32)N1 (centres undefined) | 17 | i | -5

Part of the list above, with each value named.
CCC1CCCN1Cn1cnc2c([nH]c3ccc(C)cc32)c1=O (centres undefined)
  OX1R antag-1 = 7; CHT allo act = i; OX1R antag-2 = -12
CCN(CC)S(=O)(=O)c1ccc(C(=O)OCC(=O)N2CCN(C(=O)c3ccco3)CC2)cc1
  OX1R antag-1 = 9; CHT allo act = i; OX1R antag-2 = -17

4 entries from above, arranged by the value under OX1R antag-1, ascending:
| molecule | OX1R antag-1 |
| --- | --- |
| COc1cccc(NC(=O)C2CSC3(C)CCC(=O)N23)c1 (centres undefined) | 5 |
| Cc1nnc(SCC(=O)N2c3ccccc3CC2C)[nH]c1=O (centres undefined) | 14 |
| O=C1C2=C(c3ccccc31)[N+](=O)[C@@H]1CCCC[C@@H]1N2[O-] | 29 |
| Cc1cc(C)n2nc(C(=O)N/N=C/c3cccs3)nc2n1 | 35* |

Remaining list, next part:
SMILES | OX1R antag-1 | CHT allo act | OX1R antag-2
CCOc1ccc(CCNC(=O)COC(=O)Cc2ccc(OC)c(OC)c2)cc1OCC | 18 | i | -24
COc1ccc(C2CC(=O)Oc3c(C(CCN4CCCCC4)c4ccc(N(C)C)cc4)c(OC)cc(OC)c32)cc1 (centres undefined) | 6 | i | -28
COc1c(CC=C(C)C)cc(C2CC(=O)c3c(O)cc(O)cc3O2)cc1CC=C(C)C (centres undefined) | 4 | i | -7
CC(=O)Nc1ccc(C(=O)/C=C/c2ccco2)cc1 | 9 | i | 6
COc1ccc(Cl)cc1NC(=O)C1CSC(c2ccncc2)=N1 (centres undefined) | 13 | i | -3
O=C(O)CN1C(=O)COc2cc(S(=O)(=O)N3CCCC3)ccc21 | 10 | i | -2
CCc1nccn1S(=O)(=O)c1ccc(OC)c(C)c1C | 10 | i | -11
COC(=O)c1nn(-c2ccccc2)c(Cl)c1/C=N/O | 5 | i | -6
COC(=O)c1ccc(S(=O)(=O)N(C2CCCCC2)C2CCCCC2)n1C | 3 | i | -27
O=C(CNC(=S)N(Cc1ccccc1F)C1CCCCC1)NC1CC1 | 22 | i | -30

An excerpt from above, showing only CHT allo act:
SMILES	CHT allo act
O=C(O)CN1C(=O)COc2cc(S(=O)(=O)N3CCCC3)ccc21	i
COc1c(CC=C(C)C)cc(C2CC(=O)c3c(O)cc(O)cc3O2)cc1CC=C(C)C (centres undefined)	i

Assay outcomes deposited in PubChem BioAssay by several laboratories.
